# Screening data (PubChem)
# HEK293 NOD2/NF-kB: inhibition of NOD2-driven NF-kB reporter – cell-based, luminescence, uHTS, HEK293 (AID 1566). HEK293 NOD2/NF-kB luciferase reporter, luminescence; higher % means a stronger effect. one-dose inhibition, % at 4 µM; EC50 in µM for titrated hits. hit rate 0.63% among 290,000; in the data active = inhibition above about 50%; also: many of its hits are not listed in these tables
# P. falciparum M17LAP: P. falciparum M17LAP inhibitors, primary screen, biochemical, fluorogenic H-Leu-NHMec substrate, 1536-well (AID 1619); recombinant M17LAP, H-Leu-NHMec fluorogenic kinetic assay; higher % means a stronger effect; one-dose inhibition, % at 30 µM; IC50 in µM for titrated hits; hit rate 0.38% among 220,000;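 active = compound inhibiting the enzyme by more than half at any dose during confirmatory dose-response retesting; inconclusive = strong single-dose inhibitors picked by rank but not retested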;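 also: plate controls were full reaction with DMSO carrier for no effect and no enzyme background for full effect; strong numbers were not always called active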
# Dynein transport: dynein cargo transport inhibition. 3617.4 mouse cells, GR-EGFP nuclear translocation imaging; test concentration mostly 20 µM; stimulated with dexamethasone, 1 µM; hits give low values. z-score, hits read low. hit rate 0.47% among 220,000;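 active = plate z-score of nuclear minus cytoplasmic receptor signal below a set negative limit, without overly bright fluorescence or cell loss, cut at about -3.5 in these data, passing the limit was not always enough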;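 also: z-score of nuclear minus cytoplasmic ring GR-EGFP intensity difference per well; some compounds called inactive have numbers as strong as hits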
#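 Also added – dexamethasone, 1.0 µM final · Buffer or medium – tet-free, stripped-serum medium · Schedule – induction 48 h, compound 1 h, agonist 30 min · Detection – formaldehyde fixation, Hoechst nuclear stain, 10x automated fluorescence imaging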
# b-catenin transl: modulators of beta-catenin nuclear translocation; HeLa beta-catenin nuclear translocation, immunofluorescence imaging; nuclear translocation activity, % at 5 µM; hit rate 0.3% among 190,000; AID 1665;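 active = nuclear translocation activity above 50% at 5 µM, with a well cell count of 50 or more; inconclusive = wells under 50 cells across six images, flagged as toxic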;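 also: per-cell ratio of nuclear to cytoplasmic median beta-catenin stain intensity; plate controls were DMSO negative control for no effect and GSK-3 inhibitor IX positive control for full effect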
#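 Read-out: Nuclear/cytoplasmic beta-catenin signal ratio, % activation | Assay system: Human HeLa cell line | Times: 24 h compound exposure at 37°C, 5% CO2 | Signal: Fluorescence imaging of beta-catenin antibody stain plus DAPI | Dosing: 5 µM primary, 0.02–20 µM confirmation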
# Insulin prom up: MIN6 insulin promoter up-regulation; MIN6 insulin promoter-GFP reporter, high-content imaging; hits give high values; z-score at 5 µM; hit rate 0.3% among 190,000;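 active = z-score above 3 at 5 µM with at least 500 cells counted in the well; inconclusive = wells under 500 cells, flagged as cytotoxic or low count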
# NOD1 inhibition: NOD1 signaling inhibitors, primary screen, cell-based, luminescence, uHTS (AID 1578). NOD1-driven NF-kB luciferase reporter cells, luminescence; higher % means a stronger effect. inhibition, % at 4 µM; hits with a dose series show EC50 in µM. hit rate 1% among 290,000; in the data active = inhibition mostly above about 36%, no sharp cut-off; inactive = mostly below about 34%;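 also: HEK-293T reporter cells stimulated with the NOD1 agonist gamma-tri-DAP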
# Yfh1-off respiration: enhancers of respiration in Yfh1-depleted yeast, dose response, Friedreich's ataxia, plus single-dose screen (AID 1465); S. cerevisiae Yfh1-off respiration, WST-1 reduction, 72 h; higher fold induction means a stronger effect; fold induction at 50 µM; hits with a dose series show EC50 in µM; hit rate 0.074% among 220,000;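 active = fold induction of absorbance versus untreated yeast above a set limit, then at least 30% activation at any dose in follow-up; inconclusive = repeats straddling the limit, or above it without dose testing; inactive = fold induction below the set limit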;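 also: activators that raise dye reduction in frataxin-depleted yeast; strong numbers were not always called active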
# Autophagy HCS: autophagy modulation, high-content screen. MEF GFP-LC3 puncta imaging; test concentration mostly 10 µM. calls only at 10 µM (by protocol). hit rate 0.98% among 190,000. AID 463193;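 active = percentage of spot-positive cells more than 3 SD above its plate mean, without a fluorescence outlier flag or 80% toxicity; inconclusive = no clear call, values can overlap the other calls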;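 also: spot-positive cell cutoff set from DMSO-treated cells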
# MT stabilizer: microtubule stabilization, imaging screen; HeLa tubulin immunostaining HCS, 24 h; share of cells brighter than vehicle mean+2SD; % tubulin-high responders, % at 10 µM; hit rate 0.83% among 200,000;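 active = plate Z-score above 3 for both tubulin-high and condensed-nucleus cell shares, with cell loss under 80%, at 10 µM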;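 also: anti alpha tubulin signal scored within the nucleus-defined area of each cell; some results filed as inactive read as strong as hits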
# Dynein transport cytoplasmic EGFP: recorded beside Dynein transport, whose call it bears; z-score; measured here: cytoplasmic GR-EGFP intensity; hits give high values
# Dynein transport nuclear GR-EGFP: further read-out of Dynein transport, marked with its call; z-score; measured here: nuclear GR-EGFP intensity;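 lower value marks the stronger effect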
# Dynein transport cell count: also measured in Dynein transport; calls as there; z-score; measured here: cell count per field
# Insulin prom up cell count: further read-out of Insulin prom up, marked with its call; cell count; measured here: cytotoxicity, nuclei count;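 total cells summed across four imaged fields per well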
# b-catenin transl cell count 5 µM: also measured in b-catenin transl; calls as there; cell count; measured here: cell count, cytotoxicity flag
# MT stabilizer Hoechst-high %: recorded beside MT stabilizer, whose call it bears; % Hoechst-high responders; measured here: nuclear condensation Hoechst responders;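 share of cells brighter than vehicle mean plus two SD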
# MT stabilizer cytotoxicity %: recorded beside MT stabilizer, whose call it bears; toxicity, %; measured here: cytotoxicity by cell density;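 0% = mean cell density of plate MIN control wells and 100% = no cells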
# Autophagy HCS cell loss 18 h: also measured in Autophagy HCS; calls as there; toxicity, %; measured here: cell loss, nuclei count;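 cell loss after 18 h compound exposure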
# * = called active by the depositor; i = inactive; ? = inconclusive; nt = not tested or not shown; + = active, no number.
# The line under a structure holds: HEK293 NOD2/NF-kB	P. falciparum M17LAP	Dynein transport	Dynein transport cytoplasmic EGFP	Dynein transport nuclear GR-EGFP	Dynein transport cell count	b-catenin transl	b-catenin transl cell count 5 µM	Insulin prom up	Insulin prom up cell count	NOD1 inhibition	Yfh1-off respiration	Autophagy HCS	Autophagy HCS cell loss 18 h	MT stabilizer	MT stabilizer Hoechst-high %	MT stabilizer cytotoxicity %
> O=C(NC1CCCC1)C(c1ccncc1)N(Cc1cccs1)C(=O)c1csnn1 (stereo not given)
    1%	13%	-0.13	-0.22	-0.055	0.24	-1.5	1493	0.47	1263	-25%	i	i	0	4.1	2.4	6.4
> Cc1cc(C)c(NC(N)=S)c(C)c1
    -4%	-8%	0.37	-0.22	0.19	-0.39	-0.6	1349	0.19	1004	5%	i	nt	nt	nt	nt	nt
> Cc1onc(-c2c(F)cccc2Cl)c1C(=O)Nc1ccc(S(=O)(=O)Nc2ncccn2)cc1
    9%	11%	-0.89	-0.039	-0.28	0.58	-2.2	856	-0.78	1287	2%	i	i	-13	1.0	2.1	11
> Cc1ccc(C(NC(=O)NCCCN2CCOCC2)=C(Cl)Cl)cc1F
    14%	12%	-2	-0.17	-1.1	1.2	6.8	969	0.42	990	34%	i	i	-3	3.2	1.7	4.4
> Cc1nnc(N)s1
    10%	16%	1.6	-0.24	2	-0.67	-0.6	1335	0.16	1061	-4%	i	nt	nt	nt	nt	nt
> CC1(C(=O)NCc2ccc(Cl)c(Cl)c2)Oc2cccnc2NC1=O (stereo not given)
    13%	1%	0.12	0.0048	0.11	-0.86	-1.2	1111	0.35	1315	-19%	i	i	2	1.3	2.5	3.0
> COc1cccc(C2=NOC(C(=O)NCC3CCCO3)C2)c1 (stereo not given)
    14%	6%	1.2	-0.32	0.33	0.2	2.7	1366	-0.08	1532	nt	i	i	-11	5.5	4.0	10
> C=CCc1c(NCCO)nc(C)[nH]c1=O
    16%	6%	-0.66	-0.23	-0.2	0.64	-0.9	1466	-0.22	1577	4%	i	i	4	2.7	3.7	5.2
> Cc1ccc(Cl)cc1NC(=S)N(Cc1cccnc1)Cc1ccccc1Cl
    -16%	-17%	0.16	-0.22	-0.072	-0.53	-1.5	1096	0.4	1281	-37%	i	i	2	3.1	2.4	7.9
> C=C(C)Cn1c(CCCNC(=O)CCC)nc2ccccc21
    4%	5%	0.11	-0.079	0.6	-0.83	0.0	1030	-1.5	1082	nt	i	i	1	3.4	1.8	1.5
> Cc1cccc(NC(=O)C(NS(=O)(=O)c2ccc3c(c2)CCC(=O)N3)c2ccccc2)n1 (stereo not given)
    0%	-3%	-0.11	-0.19	0.22	-0.61	-0.7	1028	-1.1	1226	-22%	i	i	4	5.5	2.7	5.8
> COc1ccc(N2C(=O)CC(C3CCCO3)C2=O)cc1 (stereo not given)
    -10%	12%	-0.31	-0.12	-0.24	-0.99	-0.3	1575	nt	nt	-35%	i	i	14	2.6	2.3	8.2
> Cc1nc2ncnn2c(C)c1CCC(=O)NCCCN1CCN(c2cccc(Cl)c2)CC1
    11%	10%	-0.058	-0.17	0.0092	0.24	-0.1	944	0.28	1104	-2%	nt	i	-2	2.7	2.9	6.1
> CCOC(=O)CC1=Nc2ccccc2NC(=O)C1
    -13%	-5%	-0.94	-0.28	-0.33	0.33	-2.4	1287	0.62	1286	-30%	i	i	-3	2.4	3.0	7.0
> CNC(=O)CC1C(=O)N(c2ccc(Cl)cc2)C(=S)N1CCc1ccc(OC)c(OC)c1 (stereo not given)
    34%	4%	-0.7	-0.16	0.32	-0.92	-3.1	1187	-0.8	1499	9%	i	i	4	5.1	2.6	6.1
> Nc1ccc(N2CCN(c3ccc(Cl)c(Cl)c3)CC2)cc1
    -32%	-5%	1.6	-0.1	0.51	-1.1	2.0	538	-0.01	1301	-7%	i	+	24*	5.5	8.0	2.0
> O=C1NC(=S)N/C1=C\c1ccccc1OCc1ccc(C(=O)O)cc1
    11%	22%	-1.2	0.064	-0.58	0.35	-1.0	1249	-0.11	1328	-10%	i	nt	nt	nt	nt	nt
> CCC(=O)Nc1c(C)ccc2nsnc12
    2%	8%	0.054	-0.23	0.27	0.26	-1.5	1160	-2	1064	0%	i	i	-7	2.8	1.8	0.3
> CC(C)NC(=S)N/N=C/c1cccnc1
    -11%	2%	-0.87	-0.25	-0.11	1.6	0.1	1349	-0.16	1042	-10%	i	nt	nt	nt	nt	nt
> COc1ccc(OCC(O)CNC(=O)Nc2ccc(F)cc2)cc1 (stereo not given)
    16%	-6%	0.35	-0.25	-0.11	-0.024	0.4	1328	0.12	1476	-12%	i	nt	nt	nt	nt	nt
> COc1cc([N+](=O)[O-])c(N2CCOCC2)c([N+](=O)[O-])c1OC
    14%	1%	0.79	-0.32	0.64	-0.39	nt	nt	nt	nt	-4%	i	i	7	3.2	1.7	4.6
> O=c1onc(-c2cccs2)n1Cc1ccccc1
    16%	-6%	-0.75	-0.24	-1.1	0.32	1.3	1368	-0.8	1646	14%	i	i	1	3.3	1.6	11
> S=c1nc(-c2cccc(Cl)c2)[nH][nH]1
    6%	3.6µM*	0.14	-0.065	0.21	0.38	-0.9	1041	0.53	1279	-24%	i	i	-2	5.4	1.4	9.2
> CC1=C([N+](=O)[O-])C(c2cccc(Br)c2)C2=C(N1)c1ccccc1C2=O (stereo not given)
    -17%	10%	-0.63	-0.062	-0.25	0.38	17	1016	?	nt	-18%	i	i	49	11*	11*	54*
> CC/C(O)=C1\C(=O)CC(C)(C)CC1=NCCc1nc2ccccc2[nH]1
    12%	-2%	-0.16	-0.34	-0.26	0.75	2.3	1066	0.36	1145	-14%	i	i	-2	2.3	1.6	2.2
> CC(=O)Nc1cccc(N(C(=O)C2COc3ccccc3O2)C(C(=O)NC2CCCCC2)c2cn(C)nc2C)c1 (stereo not given)
    21%	3%	-0.28	-0.31	0.017	0.35	-0.5	974	-0.41	1629	-35%	i	i	11	2.1	1.1	0.4
> Cc1ccc(N2C(=O)C3C4C=CC(CNC(=S)Nc5cccc(Cl)c5)(O4)C3C2=O)cc1 (stereo not given)
    8%	-11%	-0.46	-0.31	-0.69	0.81	-2.1	530	-0.4	1227	-16%	i	i	14	2.3	2.4	8.0
> COc1ccc(C2CC(C(F)(F)F)n3ncc(C(=O)NCC4CCCO4)c3N2)cc1OC (stereo not given)
    -8%	17%	0.54	-0.073	1.1	-0.69	1.4	1455	-0.94	1465	-13%	i	i	14	5.0	3.0	2.2
> CCOC(=O)N1CCN(C(=O)CC(=O)Nc2ccc3nc4n(c(=O)c3c2)CCCCC4)CC1
    2%	7%	-0.89	-0.17	-0.35	0.23	-2.8	1021	0.1	1143	2%	i	i	10	7.6	2.6	11
> COc1ccccc1NC(=O)/C=C\C(=O)O
    9%	-11%	1.4	-0.18	0.64	0.092	1.6	1082	0.08	1296	-4%	i	i	1	1.8	2.6	14
> c1csc(-c2nnc(NC3CCCCC3)c3ccccc23)c1
    9%	-1%	-0.17	-0.22	-0.21	0.017	-1.3	1064	0.34	1358	3%	i	i	2	4.4	3.0	5.9
> COc1cccc(NC(=O)N2CCCC2C(=O)Nc2ccc3c(c2)OCCO3)c1 (stereo not given)
    3%	8%	-0.23	-0.23	-0.46	0.57	-1.5	1092	-0.37	1316	-33%	i	i	18	2.6	1.2	1.4
> CCC(C)n1c(SCC(=O)Nc2cc(C)on2)nc2ccccc2c1=O (stereo not given)
    -7%	8%	1.5	-0.18	2	-1.5	-1.1	1347	0.55	1609	1%	i	i	9	39*	27*	31*
> O=C(CCSc1ccc(Br)cc1)Nc1cccnc1
    16%	-2%	-0.34	-0.27	0.13	0.2	-1.8	1124	-0.31	1109	-12%	i	i	1	4.3	3.9	6.1
> COc1cc2c(cc1OC)CN(CC(=O)Nc1ccc(C#N)cc1)CC2
    17%	-2%	0.2	0.09	0.54	-0.49	2.0	904	0.85	822	14%	i	i	32	1.8	1.0	4.9
> Cc1ccc(-c2noc(CN(C(=O)CCCCCN3C(=O)c4ccccc4C3=O)C(C)C)n2)cc1
    -17%	5%	0.7	-0.18	0.84	-1.2	5.0	1102	-0.68	1280	12%	i	i	2	3.9	1.5	6.3
> COC(=O)c1ccsc1NC(=O)C1COc2ccccc2O1 (stereo not given)
    -6%	-6%	-0.74	-0.18	-0.28	-0.031	nt	nt	0.37	968	-18%	i	i	13	5.6	1.8	1.7
> O=C1[C@@H]2C(Cc3ccc(O)cc3)NC3(C(=O)Nc4ccc(F)cc43)[C@@H]2C(=O)N1c1ccccc1 (stereo not given in full)
    -1%	-6%	-0.41	-0.39	-0.6	0.29	-2.5	1191	0.34	1127	-12%	i	i	16	2.6	2.3	11

# For reference, some entries already given:
# The line under a structure holds: HEK293 NOD2/NF-kB	P. falciparum M17LAP	Dynein transport	Dynein transport cytoplasmic EGFP	Dynein transport nuclear GR-EGFP	Dynein transport cell count	b-catenin transl	b-catenin transl cell count 5 µM	Insulin prom up	Insulin prom up cell count	NOD1 inhibition	Yfh1-off respiration	Autophagy HCS	Autophagy HCS cell loss 18 h	MT stabilizer	MT stabilizer Hoechst-high %	MT stabilizer cytotoxicity %
> c1csc(-c2nnc(NC3CCCCC3)c3ccccc23)c1
    9%	-1%	-0.17	-0.22	-0.21	0.017	-1.3	1064	0.34	1358	3%	i	i	2	4.4	3.0	5.9
> COc1cccc(NC(=O)N2CCCC2C(=O)Nc2ccc3c(c2)OCCO3)c1 (stereo not given)
    3%	8%	-0.23	-0.23	-0.46	0.57	-1.5	1092	-0.37	1316	-33%	i	i	18	2.6	1.2	1.4

# Some of the compounds tested; count on the stated rates, not on these rows.
